Source: PubChem (Icahn School of Medicine at Mount Sinai)
RBX1-CUL1 inh: inhibitors of human ROC1-CUL1 ubiquitin ligase activity | E3 ubiquitin-protein ligase RBX1 (Homo sapiens) + Cullin-1 (Homo sapiens), P62877+Q13616 | in vitro K48 di-Ub FRET, acceptor:donor ratio, 45 min | inhibition, % at 10 µM | 140,000 tested, 0.6% active; in the data active means inhibition above about 25%
Target sequence (P62877 whole entry, looked up): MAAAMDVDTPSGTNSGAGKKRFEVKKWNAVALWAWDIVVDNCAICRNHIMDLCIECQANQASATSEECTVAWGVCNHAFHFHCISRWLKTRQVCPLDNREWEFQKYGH
Target sequence (Q13616 whole entry, looked up): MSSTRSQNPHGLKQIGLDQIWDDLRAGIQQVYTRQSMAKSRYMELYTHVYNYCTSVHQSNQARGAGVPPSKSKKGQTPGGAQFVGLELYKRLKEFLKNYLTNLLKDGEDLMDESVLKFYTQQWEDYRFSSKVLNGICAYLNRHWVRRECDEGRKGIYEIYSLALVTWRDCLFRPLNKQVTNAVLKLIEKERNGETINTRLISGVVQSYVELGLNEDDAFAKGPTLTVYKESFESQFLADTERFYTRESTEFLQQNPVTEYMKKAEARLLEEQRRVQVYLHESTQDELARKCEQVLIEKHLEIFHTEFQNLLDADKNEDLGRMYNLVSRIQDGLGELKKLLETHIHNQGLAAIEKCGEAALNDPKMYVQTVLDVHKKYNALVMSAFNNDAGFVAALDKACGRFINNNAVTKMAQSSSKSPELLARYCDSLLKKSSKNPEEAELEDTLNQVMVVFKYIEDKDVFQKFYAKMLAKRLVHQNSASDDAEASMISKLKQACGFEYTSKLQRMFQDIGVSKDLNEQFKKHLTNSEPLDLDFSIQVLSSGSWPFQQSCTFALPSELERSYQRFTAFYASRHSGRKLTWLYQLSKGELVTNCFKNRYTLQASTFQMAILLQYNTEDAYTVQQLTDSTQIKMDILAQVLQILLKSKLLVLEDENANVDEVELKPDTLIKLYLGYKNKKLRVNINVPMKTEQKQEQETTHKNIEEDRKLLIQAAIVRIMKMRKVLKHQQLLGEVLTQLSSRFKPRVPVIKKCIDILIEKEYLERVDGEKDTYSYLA
* marks the source's active call; other numbers are inactive results.

SMILES	RBX1-CUL1 inh
Cc1ccc2c(c1)-c1onc(C(=O)N3CCN(c4ccc(Cl)cc4)CC3)c1CO2	-2
CCOC(=O)c1cc(NC(=O)c2ccc(N)cc2)cc(NC(=O)c2ccc(N)cc2)c1	0
CCOC(=O)C1=CSC2(S1)C(C(=O)OCC)=CSC1=C2c2ccccc2N(CC)C1(C)C (stereo not drawn)	8
COc1ccc(-c2nnn3c2nc(N2CCCC(C)C2)c2ccccc23)cc1 (stereo not drawn)	4
COc1ccc(C(=O)n2c(C)cc(C)c(C#N)c2=O)cc1	1
Cc1ccc(OC(=O)c2snnc2C)cc1C	-8
O=C(c1ccc(Cl)cc1)N1CCN(c2nc(N3CCCCC3)nc(N3CCCCC3)n2)CC1	-11
Fc1cccc(Nc2nnc3ccc(Cl)nn23)c1	-9
O=C(CSc1nc2sc3c(c2c(=O)n1-c1ccccc1)CCCC3)NCCc1ccc2c(c1)OCCO2	8
CC(=O)N1CCN(c2c(Cl)cccc2NS(=O)(=O)c2ccc(C)cc2)CC1	15
CCN1CCC(N2CCC(Oc3ccccc3C(=O)N3CCCCC3)CC2)CC1	-1
CCOC(=O)C1=C(C)N=c2s/c(=C\c3c(OC)ccc4ccccc34)c(=O)n2C1c1cccc2ccccc12 (stereo not drawn)	-4
CCS(=O)(=O)c1ncc(Cl)c(C(=O)Nc2ccccc2)n1	0
Cc1cc(C)n(NC(=O)c2ccc(COc3ccccc3Cl)cc2)c(=O)c1C#N	-4
CCOCCCNC(=O)Cn1nc(CC)n2c(cc3c(OC)cccc32)c1=O	-7
O=C(NCCc1csc(-c2ccc(F)cc2)n1)C(=O)Nc1ccc(Cl)cc1	-5
CCCCNC(=O)Nc1ccc2c(c1)N(C)C(=O)c1ccccc1S2	-9
CCOC(=O)c1sc2ncn(C(C)C(=O)OC)c(=O)c2c1C (stereo not drawn)	5
CC(=O)Nc1ccc(NC(C)=O)c(C(C)(C)C)c1	0
Cc1[nH]c2c(CN3CCCC3c3ccc(C(N)=O)s3)cccc2c1C (stereo not drawn)	0
CCCn1c(=N)n(CC(=O)c2ccc(Br)s2)c2ccccc21	2
Cc1ccc(-c2nnc(Nc3ccc(Cl)c(Cl)c3)c3ccccc23)cc1S(=O)(=O)NCCO	0
C=CCn1c(SCC(=O)Nc2sccc2C#N)nc2sc(C)c(C)c2c1=O	-9
COC(=O)c1cc(OC)c(OC)cc1NC(=O)c1ccc(Cn2nc(C)c(Cl)c2C)o1	5
CC(C)c1ccc(C2NC(=O)c3c(sc4c3CCN(C)C4)N2)cc1 (stereo not drawn)	6

In another format: two of the compounds above.
CCN1CCC(N2CCC(Oc3ccccc3C(=O)N3CCCCC3)CC2)CC1
- RBX1-CUL1 inh: -1
CCOC(=O)C1=C(C)N=c2s/c(=C\c3c(OC)ccc4ccccc34)c(=O)n2C1c1cccc2ccccc12 (stereo not drawn)
- RBX1-CUL1 inh: -4

Sorted by number of heavy atoms (ascending): part of the list above
SMILES	RBX1-CUL1 inh
Cc1ccc(OC(=O)c2snnc2C)cc1C	-8
Fc1cccc(Nc2nnc3ccc(Cl)nn23)c1	-9
CCS(=O)(=O)c1ncc(Cl)c(C(=O)Nc2ccccc2)n1	0
CCOC(=O)c1sc2ncn(C(C)C(=O)OC)c(=O)c2c1C (stereo not drawn)	5
CC(C)c1ccc(C2NC(=O)c3c(sc4c3CCN(C)C4)N2)cc1 (stereo not drawn)	6
Cc1[nH]c2c(CN3CCCC3c3ccc(C(N)=O)s3)cccc2c1C (stereo not drawn)	0
O=C(NCCc1csc(-c2ccc(F)cc2)n1)C(=O)Nc1ccc(Cl)cc1	-5
CCOCCCNC(=O)Cn1nc(CC)n2c(cc3c(OC)cccc32)c1=O	-7
Cc1ccc2c(c1)-c1onc(C(=O)N3CCN(c4ccc(Cl)cc4)CC3)c1CO2	-2
COC(=O)c1cc(OC)c(OC)cc1NC(=O)c1ccc(Cn2nc(C)c(Cl)c2C)o1	5
CCOC(=O)C1=CSC2(S1)C(C(=O)OCC)=CSC1=C2c2ccccc2N(CC)C1(C)C (stereo not drawn)	8
O=C(c1ccc(Cl)cc1)N1CCN(c2nc(N3CCCCC3)nc(N3CCCCC3)n2)CC1	-11
O=C(CSc1nc2sc3c(c2c(=O)n1-c1ccccc1)CCCC3)NCCc1ccc2c(c1)OCCO2	8
CCOC(=O)C1=C(C)N=c2s/c(=C\c3c(OC)ccc4ccccc34)c(=O)n2C1c1cccc2ccccc12 (stereo not drawn)	-4

Next section.
SMILES	RBX1-CUL1 inh
Cc1cc(NC(=O)CSc2nc(-c3ccccc3F)nc3c2c(=O)n(C)c(=O)n3C)no1	-15
CC(=O)Nc1ccc(C(=O)CSc2nccn2C)cc1	1
Cc1nnnn1-c1cccc(C(=O)N2CCCC2c2ccc(C(N)=O)s2)c1 (stereo not drawn)	9
Cc1ccc(-n2nnnc2-c2cnn(-c3ccccn3)c2-c2cccc(Cl)c2)cc1	2
COc1ccc(S(=O)(=O)N2CC(C)CC(C)C2)cc1C(=O)O (stereo not drawn)	2
COc1ccc(Nc2cccc(C(F)(F)F)c2)c(C(=O)O)c1	-4
O=C(CN1CCCC1)Nc1nnc(-c2cccs2)s1	-5
Clc1ccc(-c2csc(N3CCN(c4nc(-c5ccc(Cl)cc5)cs4)CC3)n2)cc1	5
O=C(/C=C/c1ccccc1)N1N=C2/C(=C/c3ccco3)CCCC2C1c1ccco1 (stereo not drawn)	10
Cc1cccc(C(=O)Nc2cccc(OCc3cc(=O)n4cccc(C)c4n3)c2)c1	-7
CCc1cccc(CC)c1NC(=O)c1cc2c(C)nn(-c3ccccc3)c2s1	-1
Cc1ccc(CCNC(=O)c2cc3cc(S(=O)(=O)N4CCCCC4)ccc3n2C)cc1	2
O=C(C1CCN(c2ncnc3c2nc2n3CCCCC2)CC1)N1CCN(c2ccc(F)cc2)CC1	-3
Cc1cc(N)n(-c2ncnc3scc(-c4ccc(Cl)cc4)c23)n1	2
COc1cc(C2C(C(=O)Nc3ccc(C)cc3C)C(C)=Nc3nc(SCc4ccccc4)nn32)cc(OC)c1OC (stereo not drawn)	1
Cc1ccc(CNC(=O)CCC(=O)N2Cc3ccccc3Oc3ncccc32)cc1	-5
CCOC(=O)c1cc(OC(=O)c2ccc(OC)cc2)n(-c2ccccc2)n1	-6
O=C(CCc1nc2ccccc2s1)NCCN1Cc2ccccc2OC(c2ccccc2)C1 (stereo not drawn)	-9
O=C(c1sc2cccc(Cl)c2c1Cl)N(Cc1cccs1)C1CCS(=O)(=O)C1 (stereo not drawn)	1
COC(=O)c1sc(NC(=O)c2cc(OC)c(OC)c(OC)c2)c(C#N)c1C	1
N#Cc1ccccc1N=Cc1ccc(OCc2ccccc2)cc1	-6
O=C1NC(=O)c2c1cc1c3c2C2C=CCC2CN3CC2CC=CC12 (stereo not drawn)	9
CCOc1ccc(Nc2oc(-c3ccc(COc4ccccc4C)o3)nc2C#N)cc1	-5
Cc1ccc(Cl)cc1N1CCN(c2ncnc3c2nc2n3CCCCC2)CC1	2
Cc1ccccc1CCNC(=O)c1ccc(NC(=O)N2CC(C)Sc3ccccc32)cc1 (stereo not drawn)	6
Next part.
SMILES	RBX1-CUL1 inh
Cc1cnnn1-c1ccc(NC(=O)c2nnn(-c3ccccc3)c2C)cc1	8
CC(C)NC(=O)C1CCN(C(=O)N2CC(C)Oc3ccccc32)CC1 (stereo not drawn)	2
COc1ccc2nc(Cl)c(/C=N/Nc3nc4ccccc4nc3Cl)cc2c1	7
Cn1cnnc1SCCC(=O)Nc1ccccc1	-5
COc1cc(CNCCc2ccco2)ccc1OCC(O)CN1CCOCC1 (stereo not drawn)	0
CCS(=O)(=O)NCc1ccc(Cl)c(Cl)c1	2
CCC1CCCCN1CCCNC(=O)c1ccc2c(c1)N(Cc1ccc(Cl)cc1)C(=O)c1ccccc1S2(=O)=O (stereo not drawn)	-1
CCCn1nnc2ccccc2c1=O	0
Cc1ccc(NC(=O)N2CCC(c3ccccc3)C2)cc1C (stereo not drawn)	0
COc1cccc(NC(=O)Cn2c(=O)n(CCC(=O)NCCc3ccc(Cl)cc3)c(=O)c3ccccc32)c1	7
CC1(C)CC(/C=C/c2ccccc2)=NC(=S)N1	0
Cc1ccc(-n2ncc(C(=O)NCCc3c[nH]c4ccccc34)c2C2CCN(C(=O)OC(C)(C)C)CC2)cc1C	-6
COC(=O)c1ccc(CN2CCC(CCC(=O)N3CCCC3)CC2)cc1	11
Cc1cc2[nH]c(=O)c(=O)[nH]c2cc1S(=O)(=O)N1CCN(c2ccccc2F)CC1	7
Cc1ccccc1OC(=O)C1CCCC1	0
Cc1ccc(NCC2Cn3cccc3/C2=N\O)cc1 (stereo not drawn)	-5
Cc1cccc2[nH]c(SCc3ccc(Cl)cc3F)nc12	-2
COc1ccc(CN2Cc3cc(C)ccc3OC(c3ccsc3)C2)cc1O (stereo not drawn)	3
Cc1ccc(-n2nc3c(=O)n(CCCC(=O)NCCc4ccccc4)nc(C)c3c2C)cc1	5
COc1cccc(CNC(=O)CSc2ncc(S(=O)(=O)c3ccc(Br)cc3)c(=O)[nH]2)c1	-7
CCc1nn(CC(=O)Nc2c(C)cccc2C)c(=O)c2cc3sccc3n12	-12
Cc1cc2n(c(=O)c1C#N)CCCN2c1cccc(Cl)c1	-1
COc1ccc(OCC(O)CN2CCC(O)CC2)c(CNCC2CCOCC2)c1 (stereo not drawn)	9
Cc1ccc(C(C)C)c(OCc2nnc3c4cnn(Cc5ccccc5)c4ncn23)c1	3
COC(=O)c1cc(SC#N)ccc1NC(=O)CN1C(=O)c2ccccc2C1=O	8
(cont.)
SMILES	RBX1-CUL1 inh
COc1ccccc1C(=O)CC(=O)c1ccccc1	-5
CCOc1ccc(Br)cc1C#N	-8
COc1ccccc1N1CCN(C(=O)c2cc3c(=O)oc4ccc(C)cc4c3s2)CC1	-7
COc1ccc(C2(CC(=O)Nc3ccc(Br)cc3)C(=O)c3ccccc3C2=O)cc1	10
CCC(N)(CC)c1cn(C2CCN(C(=O)N[C@@H](C)c3ccccc3)CC2)nn1	9
Cc1cc2nc(-c3ccc(Cl)s3)cc(C(F)(F)F)n2n1	-7
O=C1CCCCC1C(Nc1ccc(Br)cc1)c1ccccc1 (stereo not drawn)	-9
CC1(c2ccc(Cl)cc2)CC(C)(C)N(C(=O)CSC#N)c2ccccc21 (stereo not drawn)	-11
COc1cccc(CNC(=O)Cn2cc3c(n2)-c2c(oc(C(=O)N4CCCC4)c2C)CC3)c1OC	7
O=C1c2ccccc2C(=O)N1CCCC(=O)n1ccc2ccccc21	14
Cc1ccccc1NC(=O)Cn1c(=O)n(CC2CCC(C(=O)NCCc3ccccc3)CC2)c(=O)c2ccccc21 (stereo not drawn)	-2
CCCOc1ccc(CN2C(=O)C(=O)c3cccc(C)c32)cc1	-11
O=C(Cn1ccc2cc(S(=O)(=O)N3CCCCCC3)ccc21)NCCc1ccc(Cl)cc1	-9
O=C1CC(c2ccc(Br)cc2)Nc2ccc3ccccc3c21 (stereo not drawn)	9
CCCCCCCCS(=O)c1sc2nc(C)cc(C)c2c1N (stereo not drawn)	-2
COc1ccc(C(=O)Nc2ccc(Cl)c(-c3nc4ccccc4s3)c2)cc1Cl	5
Cc1ccc(CS(=O)(=O)Nc2ccccc2C(N)=O)cc1	0
COc1ccc(NC(=O)C(c2ccc(C)cc2)N(C)C(=O)Cc2cccs2)cc1 (stereo not drawn)	-6
COc1ccc(OC)c(S(=O)(=O)n2cnc3cc(C)c(C)cc32)c1	2
COCCCN(C(=O)Nc1ccccc1)C(C)c1ccccn1 (stereo not drawn)	-4
C=CCC(=O)N(CCOC)CC1CCCN(C2Cc3ccccc3C2)C1 (stereo not drawn)	7
Cc1ccc(/C=C(\C(=O)c2ccccc2)c2nc3ccccc3o2)o1	0
CCOc1ccc(NC(=O)c2ccc3nc(C(C)C)oc3c2)cc1	-1
COc1ccc(CCCC(=O)Nc2ccc(Cl)cc2C)cc1C	-8
COC(=O)Nc1nc2ccc(C(=O)c3ccccc3C(=O)OC(C)C)cc2[nH]1	4
Continued:
SMILES	RBX1-CUL1 inh
CCOc1cc(C2C3=C(N=C(C)C2C(=O)OC)c2ccccc2C3=O)ccc1O (stereo not drawn)	9
O=C(O)CCC(=O)Nc1sc2c(c1C(=O)Nc1cccc3ccccc13)CCCC2	5
Cc1ccc(S(=O)(=O)N(CC(=O)Nc2ccc(S(N)(=O)=O)cc2)Cc2ccccc2F)cc1	4
CN(CC1COCCO1)C(=O)c1ccc(OC2CCN(C(=O)c3cccnc3)CC2)cc1 (stereo not drawn)	-2
COc1ccc2c(c1)OCc1nc3ccccc3cc1C2=O	8
O=C(c1ccccc1)c1conc1C(=O)c1cccs1	5
O=C(CSc1nnc(-c2ccncc2)n1-c1ccccc1)N/N=C/c1c(OCc2cccc(Br)c2)ccc2ccccc12	1
COCc1c(C(=O)NCC2(N3CCOCC3)CCCC2)cnn1-c1nccc(-c2cccs2)n1	-9
Cc1ccc(CNC(=O)C2CCN(S(=O)(=O)c3ccc4c(c3)CCCN4C(=O)C3CCC3)CC2)cc1	-2
Cc1ccccc1C1(CC(=O)N2CCN(c3cnccn3)CC2)CC(=O)N(Cc2ccccc2)C1=O (stereo not drawn)	-1
Cc1cc(Br)cc2c(C(=O)OCC(=O)c3ccccc3)cc(-c3ccccc3)nc12	2
CC(C)(C)c1cc(C(F)(F)F)c(C#N)c(SCC(=O)OCc2ccccc2)n1	-16
Cc1ccc(C)c(NC(=O)CCN2C(=O)c3ccccc3Sc3ncccc32)c1	-2
CN(C)c1ncc(CN2CCCC(CNS(=O)(=O)Cc3ccccc3)C2)s1 (stereo not drawn)	-10
CN(C(=O)c1ccc2c(c1)N(Cc1cccc(Cl)c1)C(=O)c1ccccc1S2=O)C1CCCCC1 (stereo not drawn)	-2
Cc1nc(SCC(=O)Nc2ccccc2Cl)cc(-c2ccccc2)n1	12
CCOC(=O)c1sc2ncc([N+](=O)[O-])cc2c1N=CN(C)C	9
CC(C)(Oc1ccc(Cl)cc1)C(=O)Nc1ccc(Cl)cc1F	-11
CC(=O)c1c(N2CCCCC2)nc(=S)n(-c2ccccc2)c1C	-15
O=C(Nc1cccc(F)c1)C1CCCN(S(=O)(=O)c2cccc3cccnc23)C1 (stereo not drawn)	1
CCN(CC)S(=O)(=O)c1cc(-c2nnc(Nc3ccc(OC)c(C(N)=O)c3)c3ccccc23)ccc1C	5
Cc1ccc(OC(C)C(=O)NC(C)c2ccccc2)cc1C (stereo not drawn)	-2

Not all compounds are listed; the hit share may differ from the screen's.
